TWEAK Fn14 block: inhibitors of TWEAK-Fn14 signaling, primary screen, luciferase reporter cells, uHTS. TWEAK-stimulated Fn14 reporter cells, luciferase luminescence, 8 h. inhibition, % at 10 µM. 2% of 360,000 active. AID 1159606, 2016; in the data active = inhibition above about 50%
C8 TRAIL sens: viability loss with TRAIL in NB7+C8 cells, primary screen, TRAIL sensitizer project, cell-based, ATPlite luminescence; AID 624354, 2012; 1% of 360,000 active; inhibition (viability loss, TRAIL sensitization), % at 10 µM;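 active = compounds causing at least 50% loss of cell viability in the single-dose screen, relative to plate controls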
CF NFkB inh: inhibitors of PAF-induced NF-kB signaling, primary screen, cell-based, GFP fluorescence, uHTS. KKLEB NF-kB-GFP reporter, GFP fluorescence overnight. inhibition, % at 5 µM. 0.86% of 360,000 active. AID 588850, 2011;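 active = at least 50% inhibition at 5 µM, scaled per plate between neutral and stimulator controls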;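 also: PAF is a Pseudomonas aeruginosa culture filtrate used as stimulus; plate controls were PAF-stimulated DMSO wells for no effect and unstimulated DMSO wells for full effect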
Shn3 inh set2: reduction of Shn3 3'UTR firefly luciferase signal, primary screen, Schnurri-3 inhibitor project, cell-based, Clone20 osteoblasts, set 2; Clone20 osteoblast Shn3 3'UTR firefly luciferase, 24 h; inhibition, % at 12.5 µM; 0.52% of 360,000 active; AID 588674, 2011;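 active = mean inhibition of at least 75% with every replicate also reaching 75%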;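 also: 0% = median of neutral control wells and 100% = pilot-screen positive control compound; some compounds past the cut are filed as inactive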
EBV LMP1 NFkB: EBV LMP1-driven NF-kappaB luciferase reporter inhibitors, primary screen, cell-based, luminescence, single point; LMP1-induced NF-kappaB luciferase reporter cells; inhibition, % at 12.5 µM; 0.69% of 350,000 active; AID 504558, 2011; in the data active = inhibition above about 41%;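 also: 0% = neutral control wells and 100% = reference inhibitor control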
LRH-1 inv ag: LRH-1 (NR5A2) inverse agonists, primary screen, cell-based, luminescence, HEK293T, StAR-luciferase reporter | Nuclear receptor subfamily 5 group A member 2 (Homo sapiens), O00482 | inhibition, % at 3.6 µM | 0.13% of 360,000 active | AID 602396, 2012 | LRH-1 transfected, 24 h;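 active = inhibition above the mean inhibition of all tested compounds plus 3 SD, cut at about 73% in these data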;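 also: 0% = DMSO wells and 100% = reporter-only cells lacking LRH-1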
SRC1 inh: SRC1 coactivator transcriptional activity inhibitors, primary screen, cell-based, luminescence; HEK293 GAL4-SRC1 luciferase reporter; inhibition, % at 3.6 µM; 0.12% of 360,000 active; AID 588354, 2011;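 active = inhibition above the campaign mean plus 3 SD, with each screening campaign given its own cutoff, cut at about 60% in these data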;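 also: 0% = DMSO treated cells and 100% = gossypol at 36 µM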
TROY signal inh: inhibitors of TROY-driven NF-kB signaling, primary screen, Q293 LMP1-TROYcd cells, NF-kB luciferase, uHTS; Q293 LMP1-TROYcd NF-kB luciferase reporter, 4 h; inhibition, % at 10 µM; 0.98% of 360,000 active; AID 1347056, 2019;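 active = compounds whose plate-normalised and pattern-corrected inhibition of the luciferase reporter signal at the single screening dose is 50% or more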
KKLEB tox: cytotoxicity in KKLEB CF airway cells, primary screen, cytotoxicity control for CF NF-kB inhibitor project, cell-based, uHTS, fluorescence assay plates; activity change (cytotoxicity), % at 5 µM; KKLEB CF airway cells viability, ATPlite luminescence, overnight; active compounds read low; cells stimulated with P. aeruginosa culture filtrate; 0.36% of 360,000 active;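 active = corrected activity change at or below -50% at 5 µM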
SRC3 inh: SRC3 coactivator transcriptional activity inhibitors, primary screen, cell-based, luminescence. inhibition, % at 3.6 µM. Nuclear receptor coactivator 3 (Homo sapiens), Q9Y6Q9. HEK293 GAL4-SRC3 luciferase reporter. 0.17% of 360,000 active;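 active = inhibition above a per-campaign cutoff, the mean of all compounds plus 3 SD, cut at about 60% in these data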;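 also: 0% = DMSO-treated cells and 100% = gossypol-treated cells at 36 µM; higher means less SRC3-driven luciferase light from the GAL4 reporter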
Target sequence (Q9Y6Q9 whole entry, looked up, the tested form may be a part): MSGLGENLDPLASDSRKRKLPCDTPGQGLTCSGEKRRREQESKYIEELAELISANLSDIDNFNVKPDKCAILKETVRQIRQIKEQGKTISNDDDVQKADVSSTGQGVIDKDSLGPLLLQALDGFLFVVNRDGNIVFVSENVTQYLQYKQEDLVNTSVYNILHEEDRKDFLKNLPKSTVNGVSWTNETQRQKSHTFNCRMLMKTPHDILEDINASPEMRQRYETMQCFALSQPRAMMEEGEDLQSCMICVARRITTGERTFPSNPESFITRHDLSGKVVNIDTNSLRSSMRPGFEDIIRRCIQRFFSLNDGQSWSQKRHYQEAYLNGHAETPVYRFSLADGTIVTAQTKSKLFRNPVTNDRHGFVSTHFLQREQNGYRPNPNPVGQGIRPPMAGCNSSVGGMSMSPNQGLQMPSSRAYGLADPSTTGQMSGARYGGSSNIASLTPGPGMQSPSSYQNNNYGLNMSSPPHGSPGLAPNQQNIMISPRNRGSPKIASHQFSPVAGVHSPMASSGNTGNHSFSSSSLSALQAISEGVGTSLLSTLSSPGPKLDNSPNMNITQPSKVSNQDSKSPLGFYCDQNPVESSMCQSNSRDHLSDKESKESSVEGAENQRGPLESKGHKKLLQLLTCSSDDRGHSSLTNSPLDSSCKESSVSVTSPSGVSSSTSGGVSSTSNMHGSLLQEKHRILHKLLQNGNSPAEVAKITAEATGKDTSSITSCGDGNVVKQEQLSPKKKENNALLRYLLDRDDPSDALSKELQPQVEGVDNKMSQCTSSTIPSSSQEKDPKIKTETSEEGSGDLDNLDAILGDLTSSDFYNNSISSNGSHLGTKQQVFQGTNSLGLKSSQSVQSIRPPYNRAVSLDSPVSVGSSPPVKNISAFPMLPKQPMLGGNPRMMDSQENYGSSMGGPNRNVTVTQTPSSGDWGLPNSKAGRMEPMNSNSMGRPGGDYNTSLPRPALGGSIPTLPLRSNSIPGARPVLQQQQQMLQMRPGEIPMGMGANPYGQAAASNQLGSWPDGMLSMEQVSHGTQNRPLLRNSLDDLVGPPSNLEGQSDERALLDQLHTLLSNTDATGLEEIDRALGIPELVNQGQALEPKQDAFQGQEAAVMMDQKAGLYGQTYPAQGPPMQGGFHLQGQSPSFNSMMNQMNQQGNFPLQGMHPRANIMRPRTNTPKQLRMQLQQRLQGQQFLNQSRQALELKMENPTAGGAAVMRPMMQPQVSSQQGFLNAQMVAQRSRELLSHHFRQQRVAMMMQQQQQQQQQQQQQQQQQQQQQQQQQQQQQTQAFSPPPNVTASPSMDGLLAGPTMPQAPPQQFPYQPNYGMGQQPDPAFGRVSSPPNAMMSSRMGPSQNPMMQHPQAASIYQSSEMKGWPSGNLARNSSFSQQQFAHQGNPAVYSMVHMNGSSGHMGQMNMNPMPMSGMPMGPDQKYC
NR2F2 inh: NR2F2 transcriptional activity inhibitors, primary screen, cell-based, luciferase reporter, HEK293T, luminescence; COUP transcription factor 2 (Homo sapiens), P24468; HEK293T NGFI-A luciferase reporter; inhibition, % at 8.6 µM; 0.7% of 370,000 active;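 active = inhibition above a per-plate cutoff, mean inhibition of test wells between control levels plus 3 SD, cut at about 38% in these data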;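 also: cells cotransfected with COUP-TFII expression vector driving the NGFI-A reporter; 0% = median of COUP-TF2 test wells and 100% = reporter-only cells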
Numbers without * were called inactive; x = not tested or not shown. Some of the compounds tested; rates above refer to the full screens.

structure,SRC3 inh,LRH-1 inv ag,CF NFkB inh,C8 TRAIL sens,TWEAK Fn14 block,SRC1 inh,NR2F2 inh,KKLEB tox,EBV LMP1 NFkB,Shn3 inh set2,TROY signal inh
COC(=O)NNC(=O)C12CC3CC(CC(C3)C1)C2,28,15,-5,1,17,6,-12,1,-1,17,-10
COc1ccccc1N1CCN(CCS(=O)(=O)c2cc(Cl)ccc2Cl)CC1,14,-15,-15,-2,17,-7,-13,2,-8,10,1
Cc1cccc(NS(=O)(=O)c2cccc(C(=O)N3CCN(S(=O)(=O)c4ccccc4)CC3)c2)c1,-2,-3,4,-5,3,-10,16,-3,0,17,3
Cc1cccc(C)c1NC(=O)Cn1cc(C=O)c2ccccc21,19,-7,3,19,20,2,7,-2,8,36,-5
COc1ccc(C(=S)N2CCOCC2)cc1OC(=O)c1ccccc1,-4,7,-20,1,4,-4,-14,7,-3,-15,2
COc1ccc2oc(C(=O)OCC(=O)NC3CCCC3)c(C)c2c1,-11,8,5,-10,-15,0,-10,5,-6,-27,-73
CN(Cc1cnn(C)c1)C(=O)C1CCC(=O)N(C2CCCCCC2)C1 (stereo not drawn),0,-13,-12,-35,-4,-6,-27,8,-2,2,-12
COc1ccc(S(=O)(=O)n2nc(-c3cc(OC)c(OC)c(OC)c3)cc2N)cc1OC,-19,-9,0,-9,2,6,-30,-2,-1,-6,4
CCCc1[nH]n(-c2ccc([N+](=O)[O-])cc2)c(=O)c1C(C)=NCc1ccncc1,-3,5,1,2,-21,5,-29,2,3,2,3
O=C1CCCC(O)=C1Sc1cc(Cl)c(Cl)cc1Cl,-1,-18,24,-23,-8,-3,-9,-14,x,-14,-30
NC(=S)N/N=C/c1ccc(-c2ccc(SC(F)F)cc2)o1,2,17,-44,-2,-3,1,0,4,-5,x,-5
O=C(O)CC(c1cccc(O)c1)N1Cc2ccccc2C1=O (stereo not drawn),-5,4,4,-6,-2,-18,14,-9,4,-4,6
N#CC1=C(N)Oc2n[nH]c(-c3cccs3)c2C1c1ccncc1 (stereo not drawn),-27,5,8,-17,5,8,8,6,0,-3,-2
S=c1[nH]nc(-c2ccc3ccccc3n2)n1-c1ccccc1Cl,13,-16,-24,12,-22,9,-15,8,3,-2,-16
COc1ccc(CCC(=O)Nc2nnc(C(F)(F)F)s2)cc1,-15,5,8,-26,-2,-2,6,-10,2,-9,-4
Cc1cc(NC(=O)CSc2nccn2-c2cccc(F)c2)no1,23,-10,12,6,7,-12,0,1,-2,-8,4
O=C(CSc1nnnn1-c1ccc(F)cc1)Nc1ccccc1F,-1,-3,-14,-14,11,0,0,16,15,-3,-1
C[C@H]1CN([C@@H](C)CO)C(=O)CCCn2nncc2CO[C@H]1CN(C)S(C)(=O)=O,-2,12,4,-11,17,-1,-20,4,23,3,-10
Cc1ccc(N2NC(=O)/C(=C/c3ccc(-c4ccc(Cl)c(C(=O)O)c4)o3)C2=O)cc1C,-1,-11,-7,-1,10,14,-4,-6,-2,-13,-12
CC1C(=O)C(C)C(c2ccco2)NC1c1ccco1 (stereo not drawn),12,-1,13,-9,-7,-14,0,2,-7,-2,3
CCCC(=O)Nc1ccc2c(c1)nc(CCN1CCN(c3ccccn3)CC1)n2C,0,13,-6,-14,3,7,-5,8,-6,-3,-6
O=C(CN1C(=O)NC2(CCc3ccccc32)C1=O)Nc1ccc(Br)cc1F (stereo not drawn),12,14,-3,4,-8,6,20,4,-6,10,-17
CSc1ccc(C(=S)N2CCCC2)cc1,-23,-12,-1,-14,-15,-19,18,-8,6,-14,-11
CC(=O)Nc1ncc(Cc2ccc(Cl)cc2Cl)s1,-4,7,18,11,12,-8,8,-6,-4,4,11
Cc1c(C(=O)NCc2ccccn2)oc2ccc(S(=O)(=O)N3CCC4(CC3)OCCO4)cc12,-7,-2,4,-5,6,-4,-2,-3,-12,1,-7
Cc1ccc(NC(=O)c2cc([N+](=O)[O-])ccc2NCc2cccnc2)cc1,-7,-10,0,-10,8,-8,2,0,-9,10,24
CN(C)c1ccccc1-c1csc(N2CCC(C(N)=O)CC2)n1,-182,-118,-8,-3,27,-116,-23,-10,-26,-157,32
O=c1[nH]c(=O)n(Cc2ccco2)c2c1C(C(F)(F)F)(C(F)(F)F)N=C(Cc1ccccc1)N2,17,21,24,6,8,-21,-9,-18,5,23,6
Cc1cc(C)c(NC(=S)N(CCN(C)C)Cc2cccs2)c(C)c1,9,-4,0,-2,9,1,4,5,0,-14,5
Cc1cccnc1NC(=O)C1CCC1,8,-12,10,-8,5,-2,x,-16,7,19,1
CCC(C(=O)OCC(=O)c1ccc(OC)cc1OC)c1ccccc1 (stereo not drawn),-13,-12,-5,-3,-31,-13,-6,-5,-1,-41,-35
O=C(CN1C(=O)NC2(CCCCCCC2)C1=O)NCc1cccs1,6,14,10,-4,6,-3,-8,-4,-5,-24,-8
COc1ccc(-n2ccnc2CN2CCCC(CO)(Cc3cccc(OC)c3)C2)cc1 (stereo not drawn),6,9,13,9,-14,10,16,-7,8,6,8
COc1cc(/C=N/Nc2nc(C)cc(C)n2)ccc1O,1,-22,-2,3,-10,-16,-8,-18,15,5,-10
Cc1cccn2c(=O)c(C=O)c(Cl)nc12,16,-6,9,-8,19,2,-6,1,-5,-12,9
COc1cccc(N2CCN(c3ccc([N+](=O)[O-])cn3)CC2)c1,23,-14,11,1,-4,-5,5,6,9,11,18
CC(=O)Nc1cc2c(cc1Cl)Cc1cc(Cl)ccc1-2,-20,4,-3,0,17,-6,-16,-19,-11,13,-17
Cc1cc(/C=N/NC(=O)C(O)(c2ccccc2)c2ccccc2)c(C)n1-c1ccc(C(=O)O)cc1,7,9,-3,1,-21,-14,12,9,-7,-12,-2
O=C(CSc1nnc2ccccn12)NCc1ccco1,-11,-4,5,-15,5,-16,4,-9,1,3,-6
COc1cc(C(=O)O/N=C2/C=C(C)C(=O)C=C2C)cc(OC)c1OC,-11,7,31,15,40,0,3,8,14,22,22
Cc1ccn2c(C(=O)CSc3ccc(Cl)cc3Cl)c(C)nc2c1,-31,-16,2,3,-3,-14,x,-2,-2,10,-30
O=CNc1cc(-c2cccc(O)c2)cn2c(-c3ccc(F)cc3)cnc12,-1,33,8,-10,22,0,-7,-22,x,9,38
O=C(Nc1ccc(Cl)cc1)Nc1cc(S(=O)(=O)N2CCOCC2)ccc1N1CCCC1,-23,4,7,-7,15,7,3,13,-1,21,-1
COC(=O)CNC(=O)C1CCN(S(=O)(=O)c2cccc3nsnc23)CC1,3,10,2,-11,5,-4,12,-3,-5,-7,-6
O=c1[nH]c2c(c(=O)n1-c1ccccc1)CCO2,1,2,-6,3,-20,-7,-1,11,-6,-2,-2
COc1cc(NC(=O)c2ccc(CNc3c(N4CCCC4)c(=O)c3=O)cc2)cc(OC)c1OC,11,-7,-10,10,5,-13,-31,-3,1,-15,2
O=c1[nH]c(O)c(N=Nc2ccc(Cl)c(S(=O)(=O)Nc3ccccc3Cl)c2)c(=O)[nH]1,7,13,-12,-6,9,5,4,-16,12,3,8
Cc1cc(C(=O)NCCCn2ccnc2)cs1,16,18,1,-7,2,-4,-31,8,3,5,3
Cc1ccc(-c2nc(C)sc2CC(=O)Nc2nnc(C)s2)cc1,16,3,-33,-21,-1,11,2,-17,-4,11,-14
CCOC(=O)c1c(C)oc(C)c(C(=O)OCC)c1=O,-7,-7,9,-19,15,-9,2,1,6,-3,-16
COc1ccc(C(=O)COC(=O)CCCC(=O)NC2CCCCC2)cc1,6,9,-20,1,-5,7,-18,18,-3,4,3
CCN(CC(=O)Nc1ccc2c(c1)OCCO2)C(=O)c1cccc(S(=O)(=O)N2CCOCC2)c1,-3,2,16,3,6,-9,0,-7,-4,-12,6
O=C(Nc1ccccc1Cl)O/N=C/c1ccncc1,4,1,-6,-7,9,6,14,-4,9,-3,-6
COC(=O)c1c(-c2ccc(N(C)C)cc2)sc2ccc(OC)cc12,-16,28,-3,14,37,0,57*,4,12,-94,23
Cc1cc2c(c(C#N)c1C)NC=NC2C (stereo not drawn),16,-18,9,-4,2,18,5,-2,6,-19,-7
CCCCCCCCN1N=N[C@H]2[C@H]1[C@@H]1C[C@H]2N(C(=O)OC(C)(C)C)O1,10,-30,18,5,4,-9,5,8,7,54,8
OC(COCc1ccc2c(c1)OCO2)CN1CCN(Cc2ccccc2)CC1 (stereo not drawn),19,1,-2,-7,-9,24,2,10,2,6,-3
COc1ccccc1CNC1CCN(Cc2ccccc2)CC1,20,17,-4,-1,0,14,-1,-2,-15,-9,12
CCOc1ccc2[nH]c3c(NCCN(C)C)ncnc3c2c1,-16,-6,-11,-6,-18,-18,0,-2,2,4,-41
CCCCOC(=O)c1ccc(NC(=O)C(=O)NCc2ccncc2)cc1,0,23,2,15,17,-4,16,3,-7,17,16

Next section:
structure,SRC3 inh,LRH-1 inv ag,CF NFkB inh,C8 TRAIL sens,TWEAK Fn14 block,SRC1 inh,NR2F2 inh,KKLEB tox,EBV LMP1 NFkB,Shn3 inh set2,TROY signal inh
Cc1nc2ccccc2nc1N1CCOCC1,13,7,0,-6,-6,-12,5,7,0,-9,4
COc1ccc(NC(=O)CCNC(=O)Cn2cnc3sc4c(c3c2=O)CCCC4)c(OC)c1,-9,-17,-14,4,25,-28,-3,1,-8,12,4
Cc1ccc(C(=O)Sc2cccccc2=O)cc1,75*,61,-6,61*,102*,1,49*,-17,-19,96*,-32
O=C(CCl)N1N=C(c2ccco2)CC1c1ccco1 (stereo not drawn),38,15,32,21,35,37,18,-3,-3,-17,-22
COC(=O)Nc1ccc(S(=O)(=O)Nc2cc(OC)nc(OC)n2)cc1,-22,-9,-15,-2,-18,4,11,-8,2,-74,15
CC1CC(C)CN(C(=O)c2ccncc2)C1 (stereo not drawn),-4,-4,-1,11,-9,6,7,2,0,-14,13
Cn1c(=O)c2nc(NCc3ccccc3)sc2n(C)c1=O,-8,-16,-23,4,20,-19,-4,3,11,14,5
